From PubChem BioAssay
GPR55 LPI antagonism = inhibition of LPI-stimulated GPR55 beta-arrestin translocation – imaging, U2OS, beta-arrestin-GFP, LPI agonist, primary screen (AID 2013); U2OS GPR55 beta-arrestin-GFP translocation imaging, LPI antagonism; higher % means a stronger effect; inhibition, % at 10 µM, or IC50 in µM where a hit was titrated; 290,000 tested, 0.13% active;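 active = spots per cell inhibited over 60%, with over 100 cells counted and total cytoplasm intensity under 500,000; inconclusive = wells with under 100 cells, flagged as likely toxic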;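 also: U2OS cells stably carrying GPR55 and arrestin-GFP stimulated by 5 µM LPI near EC80; imaged beta-arrestin-GFP aggregate spots per cell after agonist stimulation; plate controls were LPI-stimulated DMSO wells for no effect and DMSO wells without LPI for full effect; some results filed as inactive read as strong as hits; confirmed hits need IC50 under 10 µM and bright autofluorescent wells are also inconclusive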
HEK293 NOD2/NF-kB = NOD2 signaling inhibitors, cell-based, luminescence, uHTS, HEK293 (AID 1566); 290,000 tested, 0.63% active; inhibition, % at 4 µM; hits with a dose series show EC50 in µM; HEK293 NOD2/NF-kB luciferase reporter, luminescence; higher % means a stronger effect; also: many of its hits are not listed in these tables
Myeloid diff MLP = promotes myeloid progenitor differentiation. ER-HoxA9 myeloid progenitors, lysozyme-GFP differentiation, flow cytometry. 360,000 tested, 1% active. calls only at 10 µM;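 active = normalized GFP-positive differentiation at or above the plate's own cutoff, the solvent-only control mean plus 3 SD; inconclusive = no clear call, values can overlap the other calls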;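 also: cells exposed to compound for four days before flow analysis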
NOD1 NF-kB reporter = inhibition of NOD1-driven NF-kB reporter – cell-based, luminescence, uHTS, primary screen (AID 1578); inhibition, % at 4 µM; hits with a dose series show EC50 in µM; NOD1-driven NF-kB luciferase reporter cells, luminescence; higher % means a stronger effect; 290,000 tested, 1% active; in the data active = inhibition mostly above about 36%, no sharp cut-off; inactive = mostly below about 34%;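 also: HEK-293T reporter cells stimulated with the NOD1 agonist gamma-tri-DAP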
GPR55 activation = selective activators of receptor GPR55 – imaging, U2OS cells, beta-arrestin-GFP redistribution, primary screen (AID 1961) | 290,000 tested, 0.048% active | U2OS GPR55 beta-arrestin-GFP redistribution imaging; higher % means a stronger effect | activation, % at 10 µM, or EC50 in µM where a hit was titrated;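 active = activation above 40% with more than 50 cells counted in the well; inconclusive = wells holding fewer than 50 cells, flagged as toxic or sparse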;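 also: U2OS osteosarcoma cells stably expressing GPR55 and beta-arrestin-GFP; plate controls were DMSO negative control for no effect and LPI positive control for full effect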
GPR35 antagonists = GPR35 antagonists blocking zaprinast-driven arrestin recruitment, primary screen, imaging, U2OS, beta-arrestin-GFP, zaprinast agonist (AID 2058) | U2OS GPR35 beta-arrestin-GFP translocation imaging, zaprinast antagonism; higher % means a stronger effect | inhibition, % at 10 µM, or IC50 in µM where a hit was titrated | 290,000 tested, 0.052% active;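 active = inhibition of at least 50% with at least 30 cells and total cytoplasm GFP at most 10,000,000; inconclusive = under 30 cells or total GFP of 10,000,000 plus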
KOR beta-arrestin-1 = KOR agonists, beta-arrestin recruitment, primary screen, cell-based, luminescence, uHTS (AID 1777). KOR beta-arrestin recruitment, luminescence; higher % means a stronger effect. one-dose activation, % at 10 µM; EC50 in µM for titrated hits. 280,000 tested, 0.02% active; in the data active = activation above about 50%, passing the limit was not always enough; also: a part of the inactive calls stands beside numbers as strong as those of hits
KOR beta-arrestin-2 = kappa opioid receptor blockers – cell-based, luminescence, uHTS (AID 1778). KOR beta-arrestin recruitment, luminescence, antagonist mode; higher % means a stronger effect. one-dose inhibition, % at 10 µM; IC50 in µM for titrated hits. 290,000 tested, 0.091% active; also: strong numbers were not always called active
HIV peptide binding = cell-free HIV fusion peptide-binding blockers – biochemical, uHTS, fluorescence dequenching, primary screen (AID 1986); cell-free peptide binding, fluorescence dequenching, 30 min; higher % means a stronger effect; one-dose inhibition, % at 20 µM; IC50 in µM for titrated hits; 290,000 tested, 0.3% active; in the data active = inhibition mostly above about 52%, no sharp cut-off; inactive = mostly below about 76%; also: some results filed as inactive read as strong as hits
Myeloid diff MLP GFP+ MAC1+ % = second read-out of Myeloid diff MLP, no call of its own (marks repeat the call); GFP+ MAC1+ double positive, %; measured here: differentiation confirmed by MAC1 staining
The depositor's hits bear a star; i = inactive; ? = inconclusive; / = not tested or not shown; [ ] = dose if it differs, or a comment. Rule as the data show it, unless noted: active = inhibition above about 50%; inactive = the rest.

SMILES	GPR55 LPI antagonism	HEK293 NOD2/NF-kB	Myeloid diff MLP	Myeloid diff MLP GFP+ MAC1+ %	NOD1 NF-kB reporter	GPR55 activation	GPR35 antagonists	KOR beta-arrestin-1	KOR beta-arrestin-2	HIV peptide binding
COc1cc(OC)c2c(-c3ccccc3)cc(=O)oc2c1C(CCN1CCCCC1)c1ccc(N(C)C)cc1 (stereo unspecified)	19%	12%	i	2.1	-4%	-0.1%	22%	-1.5%	-5%	0.4%
CN(C)C(=O)Cn1cc(S(=O)(=O)Cc2ccccc2)c2ccccc21	2%	14%	i	5.3	-15%	-0.1%	6%	-3.9%	-21%	-1.2%
CCN(CC)C(=O)COc1ccc(/C(C)=N/NC(=O)c2ccccc2Br)cc1	5%	4%	i	0.0	-23%	-0.2%	-13%	-6.8%	0%	0.4%
Cc1cccc(C)c1NC(=O)C(=O)c1cn(C)c2ccccc12	3%	4%	i	0.4	-29%	-0.6%	0%	-2.9%	9%	1.4%
CC1=Nc2cc(C(=O)NCC3CCCO3)ccc2Sc2ccc(Br)cc21 (stereo unspecified)	-7%	-10%	i	1.5	8%	0.2%	-1%	2.0%	-3%	-2.3%
Cc1ccc2cc(CCl)c(Cl)nc2c1	-1%	46%	i	0.4	50%*	-0.1%	-5%	2.1%	2%	-0.2%
O=C(NCC1CCCO1)c1cc(S(=O)(=O)N2CCCC2)c(Cl)cc1Cl (stereo unspecified)	5%	13%	i	0.3	18%	-0.2%	21%	3.3%	8%	-1.8%
O=C(Nc1nc2c(s1)CCCC2)c1ccc(N2C(=O)CCC2=O)cc1	12%	-15%	i	2.5	-32%	0.0%	-8%	-1.9%	-1%	0.5%
C#CCOCCOCCOCCNc1nc(N2CCN(C(=O)[C@H]([C@@H](C)CC)n3cc([C@@H](N)CO)nn3)CC2)nc(N2CCN(C(=O)[C@H](CCCCN)n3cc([C@@H](N)C(C)CC)nn3)CC2)n1 (stereo partly specified)	4%	24%	i	1.4	8%	0.2%	-10%	2.6%	1%	2.0%
COc1ccc(NC(=O)CN2C(=O)COc3ccc(S(=O)(=O)N4CCCCCC4)cc32)cc1	-12%	22%	i	0.9	19%	0.1%	16%	-1.0%	2%	0.5%
NS(=O)(=O)c1ccc(Nc2ccc3nonc3c2[N+](=O)[O-])cc1	-6%	19%	i	0.4	-6%	0.7%	2%	-9.2%	9%	-1.7%
COc1ccc(CNCC(O)COc2ccc(C)cc2[N+](=O)[O-])cc1 (stereo unspecified)	-3%	5%	i	0.1	-4%	0.0%	-12%	-1.1%	7%	-1.4%
CC(=O)NC12CC3CC(C1)CC(C(=O)N(C)Cc1cccc(Cl)c1Cl)(C3)C2	4%	18%	i	0.7	-2%	0.0%	-7%	-3.4%	13%	-1.3%
O=C(N/N=C/c1cn(-c2cccs2)nc1-c1ccccc1)c1ccccc1O	6%	-1%	i	0.5	10%	-0.2%	-1%	8.5%	20%	12%
CCCCOc1ccccc1N1CCN(CCCN2C(=O)C3CCCN3C2=O)CC1 (stereo unspecified)	-4%	-6%	i	0.2	-20%	0.5%	1%	-0.3%	8%	1.0%
COc1cccc(-c2cc(C(F)(F)F)nc(N3CCN(c4ccccc4)CC3)n2)c1	12%	9%	i	0.7	-9%	-0.1%	-20%	-1.0%	19%	0.9%
CC1CCCCC1NC(=O)CSc1nncn1N (stereo unspecified)	6%	12%	i	0.5	-18%	-0.1%	12%	/	-44%[20 µM]	0.1%
CC(C)c1ccc(C(=O)NC(=S)Nc2ccc3[nH]c(=O)[nH]c3c2)cc1	4%	16%	i	0.1	0%	0.5%	-7%	5.6%	-4%	-0.8%
CCN(CC)S(=O)(=O)c1ccc(OC)c(NC(=O)CCS(=O)(=O)Cc2ccccc2)c1	18%	-12%	i	0.7	-6%	-0.1%	5%	-0.6%	4%	1.6%
CCN(CC)S(=O)(=O)c1ccc(N(C)CCc2ccc(OC)c(OC)c2)nc1	2%	14%	i	2.3	-14%	0.1%	6%	3.3%	-10%	-0.4%
C=CCn1c(SCc2nc3cc(C(F)(F)F)ccc3c(=O)[nH]2)nc2sc(CC)cc2c1=O	16%	-28%	i	0.4	-9%	0.3%	5%	-2.2%	-23%	-0.4%
O=C(CNS(=O)(=O)c1ccc(Cl)cc1)N/N=C/c1ccco1	10%	-15%	i	0.2	-48%	0.2%	-12%	0.1%	-32%	0.1%
COc1cc(S(=O)(=O)N2CCC(c3nc4ccccc4s3)CC2)ccc1S(=O)(=O)NC1CCCC1	5%	5%	i	8.5	-34%	0.3%	1%	-4.7%	-11%	0.4%
CC1C(=O)CCC1(C(=O)O)c1ccccc1 (stereo unspecified)	-5%	-2%	i	0.5	-24%	-0.1%	-1%	3.6%	-32%	-1.1%
CN(C)c1ccc(C(=O)OCC(=O)c2cccs2)cc1	9%	-114%	i	0.6	-77%	0.2%	9%	1.0%	21%	3.6%
Cc1cccc(NC(=O)C2(c3cccs3)CCOCC2)n1	10%	4%	i	0.2	-19%	-0.1%	-8%	2.6%	35%	1.3%
CS(=O)(=O)N1CCC(Oc2ccccc2C(=O)NC2CCCCCC2)CC1	-4%	-10%	i	0.9	-38%	-0.3%	-13%	-0.9%	-4%	1.2%
COc1ccccc1CNC(=O)c1oc2ccc(S(=O)(=O)N3CCCC3)cc2c1C	3%	22%	i	0.9	20%	-0.1%	2%	-0.3%	-2%	-2.9%
N#Cc1ccccc1S(=O)(=O)N1CCN(C(=O)C2CCCC2)CC1	8%	10%	i	0.8	-10%	-0.2%	-3%	1.5%	-5%	-0.7%
CCOC(=O)c1ccc(S(=O)(=O)Nc2ccccc2-c2nnn(CC)n2)cc1	12%	2%	i	4.6	1%	0.3%	-9%	16%	5%	-0.3%
O=C(Cc1ccc(Cl)cc1)Nc1ccncc1	-7%	14%	i	0.2	34%	-0.3%	0%	-4.4%	2%[20 µM]	-0.7%
COc1cc(/C=C(\C#N)C(=O)N2CCOCC2)cc(Br)c1O	14%	16%	i	0.3	-2%	0.9%	4%	-3.0%	7%	0.6%
CCCCOC(=O)c1cc(=O)[nH]c2ccccc12	-3%	1%	i	1.3	-31%	-0.1%	-9%	-1.2%	33%	0.2%
COC(=O)/C(=C/c1cn(C(C)=O)c2ccccc12)[N+](=O)[O-]	0%	-6%	i	0.7	-9%	-0.1%	1%	1.9%	15%	0.6%
O=C(Nn1cnnc1)C1CCCN1S(=O)(=O)c1ccc(F)cc1 (stereo unspecified)	20%	11%	i	9.0	-13%	-0.1%	-1%	-0.9%	18%	-7.7%
O=C(O)CCn1[nH]c(=O)c2ccccc2c1=O	4%	8%	i	0.7	-8%	-0.1%	-4%	0.9%	-2%	-0.5%
CC(C)(C)Cc1nnc(NC(=O)Cc2ccc([N+](=O)[O-])cc2)s1	3%	11%	i	0.5	-19%	0.5%	3%	1.5%	3%	-1.4%
Cc1ccc(SCC(=O)NCC(C)C)cc1	7%	-7%	i	1.0	-18%	-0.2%	-9%	2.1%	-30%	5.7%
CCOC(=O)/C(C(N)=NC(C)C)=C(\O)c1ccccc1	3%	14%	i	1.0	-14%	-0.2%	-8%	2.6%	1%	-0.4%
CC1(C)Cc2c(sc(/N=C/N3CCCCCC3)c2C#N)C(C)(C)N1	-1%	29%	i	0.5	5%	-0.4%	-1%	1.3%	-15%	0.2%
O=C(NCCCN1CCN(Cc2ccccc2Cl)CC1)Nc1ccccc1	-11%	-17%	i	1.1	9%	-0.1%	-14%	3.6%	-61%	0.1%
c1ccc(-c2nccc(-c3ccc(-n4cnc5ccccc54)cc3)n2)cc1	-6%	1%	i	2.9	-3%	-0.1%	-7%	-1.2%	8%	-0.1%
Cc1cc(C)c2nc(C)cc(Nc3ccc(C(=O)NCCO)cc3)c2c1	0%	18%	i	0.9	-3%	0.2%	13%	0.5%	24%	-0.3%
COc1cccc(-n2c(CN3CCN(c4ccccc4)CC3)nc3ccc([N+](=O)[O-])cc3c2=O)c1	-2%	/	i	0.2	/	1.2%	-12%	5.0%	10%	-1.2%
COc1nc(NCC(C)C)nc(Oc2ccc(=O)n(-c3ccccc3)n2)n1	7%	14%	i	2.9	12%	-0.2%	8%	-5.5%	20%	0.4%
CN(CCO)C(=O)c1ccc(-c2nn(C)c(=O)c3ccccc23)cc1	7%	22%	i	0.6	-6%	-0.1%	3%	-2.1%	0%	-0.3%
CC(Oc1ccc(Cl)cc1)c1ccnn1S(=O)(=O)c1ccc(Cl)cc1 (stereo unspecified)	-5%	-31%	i	0.8	-16%	-0.3%	-6%	-2.1%	19%	0.6%
Oc1ccc2cc(Br)ccc2c1CN1CCCC1	-5%	12%	i	0.3	-26%	-0.2%	-11%	-0.5%	0%	0.6%
Cc1cc(C)n(C(=O)Cn2nc(C)c(Br)c2C)n1	-2%	3%	i	0.2	-31%	0.4%	-9%	-5.8%	4%	-0.9%
Nn1cnnc1N/N=C\c1ccc(-c2ccccc2[N+](=O)[O-])o1	-5%	6%	i	0.1	-35%	-0.2%	11%	0.9%	-38%	2.3%
C/C(=N\OCC(=O)Nc1nc2ccccc2s1)c1ccccc1	5%	-14%	i	0.5	-15%	0.1%	6%	-2.8%	-28%	2.3%
COc1ccc(OC)c(CCNC(=O)CSc2ccsc2[N+](=O)[O-])c1	-4%	0%	i	0.0	-53%	0.4%	3%	0.3%	-3%	-0.7%
Cc1ccc(N(CC(=O)NC(C)c2ccccc2)S(=O)(=O)c2c(C)noc2C)cc1 (stereo unspecified)	-9%	-18%	?	/	26%	-0.2%	26%	-5.9%	5%	-0.5%
CCOc1ccccc1CN1CCNC(=O)C1CC(=O)N(C)Cc1cnccn1 (stereo unspecified)	16%	-21%	i	0.8	-36%	-0.1%	-11%	5.6%	-26%	2.0%
CNCCCNCc1ccc(SC)cc1	4%	11%	/	/	-4%	0.3%	12%	-0.6%	1%	-0.2%
O=C(Nc1cccc(-c2ccc3nncn3n2)c1)C(F)(F)F	0%	3%	i	0.2	-1%	-0.1%	22%	-5.8%	-21%	-1.2%
O=c1c2c([nH]n1-c1ccccc1)CCCC2	-9%	-14%	i	0.4	-24%	0.2%	9%	/	-3%[20 µM]	0.3%

Some of the compounds tested; the hit share may differ from the screen's.
